Vc quorum ag – quorum light induction in luxS cqsA deficient V. cholerae | V. cholerae BH1578 lux reporter, luminescence, 6 h | activation, % at 18.7 µM | 350,000 tested, 0.16% active | AID 588436; in the data active means activation mostly above about 9.7%, no sharp cut-off; further: not every result past the cut was called active; inactives centre near 0; reference of the scale not given here
Rv3671c protease – inhibits the M. tuberculosis serine protease Rv3671c | inhibition, % at 5.96 µM | 320,000 tested, 0.048% active | AID 2606; in the data active means inhibition above about 38%;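 further: extracellular domain of Rv3671c used as enzyme; 0% = enzyme with DMSO and 100% = no enzyme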
Target sequence (P9WHR9 whole entry, looked up, the tested form may be a part): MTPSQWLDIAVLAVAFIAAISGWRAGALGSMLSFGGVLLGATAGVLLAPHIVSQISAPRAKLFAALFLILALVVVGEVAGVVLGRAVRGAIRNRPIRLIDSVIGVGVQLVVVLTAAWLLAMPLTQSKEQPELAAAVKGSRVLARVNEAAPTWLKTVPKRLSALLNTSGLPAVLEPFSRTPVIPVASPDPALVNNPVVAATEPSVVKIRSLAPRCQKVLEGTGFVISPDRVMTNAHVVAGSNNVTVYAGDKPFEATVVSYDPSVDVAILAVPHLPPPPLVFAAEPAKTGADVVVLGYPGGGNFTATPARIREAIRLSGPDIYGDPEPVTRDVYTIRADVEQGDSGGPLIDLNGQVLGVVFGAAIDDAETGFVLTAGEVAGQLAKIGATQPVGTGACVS
MazF activator – MazEF (E. coli) toxin RNase activation | P0AE70 | FAM/BHQ RNA-DNA oligo cleavage fluorescence, 5 h | activation, % at 20 µM | 350,000 tested, 0.32% active; in the data active means activation above about 50%
Target sequence (P0AE70 whole entry, looked up): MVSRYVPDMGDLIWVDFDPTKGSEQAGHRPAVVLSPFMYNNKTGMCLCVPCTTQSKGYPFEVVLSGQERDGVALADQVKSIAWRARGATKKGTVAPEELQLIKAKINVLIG
FBA Mtb inh – inhibits M. tuberculosis FBA enzyme | P9WQA3 | purified M. tuberculosis FBA, fluorescence read-out | inhibition, % at 1 µM | 360,000 tested, 2.3% active | AID 588726; in the data active means inhibition above about 27%;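 further: 0% = vehicle and 100% = reference inhibitor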
Target sequence (P9WQA3 whole entry, looked up): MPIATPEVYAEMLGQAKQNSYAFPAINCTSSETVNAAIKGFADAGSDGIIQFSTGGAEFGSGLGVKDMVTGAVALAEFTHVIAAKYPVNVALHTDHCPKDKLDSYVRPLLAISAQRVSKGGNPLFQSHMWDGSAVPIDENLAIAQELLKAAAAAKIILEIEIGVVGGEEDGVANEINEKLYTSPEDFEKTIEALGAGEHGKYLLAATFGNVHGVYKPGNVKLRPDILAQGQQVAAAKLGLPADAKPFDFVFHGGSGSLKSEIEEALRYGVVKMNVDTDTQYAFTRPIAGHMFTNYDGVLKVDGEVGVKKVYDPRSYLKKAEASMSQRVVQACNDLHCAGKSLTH
Mtb UGM inh – inhibitors of M. tuberculosis UDP-galactopyranose mutase | P9WIQ1 | AID 504406 | purified UGM, fluorescence polarization probe displacement | 320,000 tested, 0.06% active | inhibition, % at 10 µM; in the data active means inhibition above about 10%, passing the limit was not always enough
3CLpro inhibitor – SARS-CoV 3CLpro protease inhibition; 290,000 tested, 0.14% active; P0C6X7; AID 1706; recombinant SARS-CoV 3CLpro, quenched FRET peptide cleavage; inhibition, % at 6 µM; in the data active means inhibition above about 12%
BioA inh – BioA (M. tuberculosis) enzyme inhibition; inhibition, % at 9.99 µM; purified M. tuberculosis BioA enzyme, plate reader; 360,000 tested, 0.096% active; AID 602481; in the data active means inhibition above about 40%
PriA SSB inh – blocks PriA binding to SSB C-terminal tail; AlphaScreen SSBct-PriA binding, biotinylated peptide; inhibition, % at 33 µM; 430,000 tested, 0.6% active; in the data active means inhibition mostly above about 37%, no sharp cut-off; inactive means mostly below about 20%;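 further: plate controls were negative control peptide for no effect and reference peptide for full effect; strong numbers were not always called active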
GDH-TPI inh – GDH-TPI coupled enzyme inhibition counter-screen | GDH-TPI coupled enzyme counterscreen, NADH absorbance | inhibition, % at 4.8 µM | 360,000 tested, 1.2% active | AID 588335; in the data active means inhibition above about 30%;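 further: 0% = DMSO wells and 100% = wells lacking the enzyme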
DUSP3 inh – blocks human VHR1 dual specificity phosphatase | recombinant VHR phosphatase, pNPP absorbance | inhibition, % at 13.3 µM | 290,000 tested, 0.52% active; in the data active means inhibition above about 50%; further: some compounds called inactive have numbers as strong as hits
Target sequence (P51452 whole entry, looked up): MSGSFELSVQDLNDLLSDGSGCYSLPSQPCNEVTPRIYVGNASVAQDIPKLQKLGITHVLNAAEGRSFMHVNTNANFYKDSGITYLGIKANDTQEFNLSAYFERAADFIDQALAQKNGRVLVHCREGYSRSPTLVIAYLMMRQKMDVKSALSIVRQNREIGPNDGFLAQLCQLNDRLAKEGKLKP
Starred values were filed as active, the others as inactive; i = inactive; x = not tested or not shown; & = joins results of further samples.

SMILES	Vc quorum ag	Rv3671c protease	MazF activator	FBA Mtb inh	Mtb UGM inh	3CLpro inhibitor	BioA inh	PriA SSB inh	GDH-TPI inh	DUSP3 inh
Cc1cc(C)c(S(=O)(=O)c2ccc(F)cc2)c(C)c1	-5.0	x	-2	4	x	x	-1.2	x	5	x
CC(Sc1nnnn1C)C(=O)NC(=O)NC1CCCCC1 (centres undefined)	-0.4	2	4	0	3.0	-1	x	-10	2	13
CCOc1ccc(CCNC(=O)CCc2nnc3ccc(N4CCCCC4)nn23)cc1OCC	-0.3	3	7	0	2.3	1	0.1	-2	4	17
O=C1NN(c2ccc(Cl)cc2)C(=O)/C1=C\c1ccc(-c2cccc(C(=O)O)c2)o1	-0.3	x	3	-13	x	4	x	3	7	4
CCOC(=O)C(NC(C)=O)C(=O)Nc1ccc(C(C)C)cc1 (centres undefined)	i	6	10	-3	-0.8	2	x	-2	5	24
CCCSCCCNC(=O)c1ccccc1NC(=O)C1=CSCCO1	-0.9	2	13	-1	-1.1	2	-2.4	-7	3	10
COc1ccc([N+](=O)[O-])cc1NC(=O)C(C)OC(=O)CN1C(=O)C2CC=CCC2C1=O (centres undefined)	i	3	1	2	0.1	x	6.9	2	8	x
CC1=Nn2c(nnc2-c2ccc(F)cc2)SC1	-0.4	9	8	-2	-0.2	-3	0.1	-2	5	-8
Cc1ccc(COc2ccsc2C(=O)NNC(N)=S)cc1	-0.2	5	6	5	3.8	2	x	3	3	22
COc1cc(C(=O)NCC2CCCO2)cc(OC)c1OC (centres undefined)	i	1	-9	2	0.4	4	-0.5	1&-5	0	16
Cc1cc(C(=O)N2CCN(S(C)(=O)=O)CC2)cs1	i	1	-3	2	0.1	-5	2.2	2	0	0
COc1ccc(CNCCS(=O)(=O)NC2CCCCC2)cc1	1.1	x	4	-1	x	x	-1.0	-5	-7	x
O=C(C1CCN(S(=O)(=O)c2cnc[nH]2)CC1)N1CCN(Cc2ccc3c(c2)OCO3)CC1	i	-6	-1	2	-3.3	-5	-0.5	-13	9	0
CC(=O)c1cccc(NC(=S)NC(=O)CC(C)C)c1	i	-9	2	1	-5.1	3	x	-19	7	33
COc1ccnc(-n2cccc2/C=N/O)c1C#N	i	-4	5	0	0.1	0	x	x	-4	31
COc1ccc(C(C(=O)NC(C)(C)C)N(Cc2cccs2)C(=O)CCC(=O)Nc2cc(C)on2)cc1 (centres undefined)	-0.5	2	1	5	1.0	-2	2.0	6	-4	4
CCOC(=O)N1CCN(c2nc3ccccc3nc2C(C#N)C(=O)NCCc2ccccc2)CC1 (centres undefined)	x	0	-50	3	2.8	0	-7.5	-17	-1	13
COc1cc(C(=O)NCCc2c[nH]c3ccccc23)ccc1OCc1c(C)noc1C	-3.0	0	-1	1	-1.0	-3	4.5	13	10	8
Cc1c(CC(=O)N2CCN(C(=O)C3COc4ccccc4O3)CC2)c(=O)oc2c(O)c(O)ccc12 (centres undefined)	1.2	-6	5	2	-0.6	2	0.2	-4	12	10
CC1CCN(S(=O)(=O)c2ccc(N/N=C(/C#N)C(N)=O)cc2)CC1	-0.7	2	4	-5	1.8	-4	-1.0	x	20	21
CC1Cc2ccccc2N1Cc1cc(=O)n2ccsc2n1 (centres undefined)	6.2	-2	8	-11	1.1	0	-0.8	-19	-4	27
CCCNc1nc(NCC)nc(OC)n1	-0.2	-8	6	2	-5.8	-3	0.0	-12	-7	15
CN(C)CC1(c2ccccc2)CCCC1	i	-8	-2	0	0.4	0	-1.2	-7	8	4
Cc1nc(NCc2ccccc2)sc1C(=O)Nc1ccccc1	-0.5	0	-1	0	-2.1	0	4.0	6	9	46
COc1ccc(NC(=O)c2nc[nH]c2C(=O)Nc2ccccc2C)cc1	i	0	3	9	-0.1	-3	-4.0	-1	0	26
O=C(NC(=O)c1ccccc1)OCC1CCCN2CCCCC12 (centres undefined)	-0.3	-6	1	5	3.1	-6	0.7	-10	1	-18
Cc1cc2ccccc2nc1-c1ccccc1F	-1.2	x	14	-3	x	x	x	-31	-1	x
NC(=O)C(CCCCN1CCCCC1)(c1ccccc1)c1ccccc1	-3.3	x	3	0	x	x	-0.3	-1	9	x
CCN(CC)c1nc2c(c(=O)n(C)c(=O)n2C)n1CCCc1ccccc1	i	-8	0	-1	-0.6	2	2.7	0	-1	1
Cn1sc2ccccc2c1=O	-0.4	x	-7	1	x	x	-0.7	x	-18	x

An excerpt of these results, as labelled records.
Compound: COc1ccc(NC(=O)c2nc[nH]c2C(=O)Nc2ccccc2C)cc1
  Vc quorum ag = i; Rv3671c protease = 0; MazF activator = 3; FBA Mtb inh = 9; Mtb UGM inh = -0.1; 3CLpro inhibitor = -3; BioA inh = -4.0; PriA SSB inh = -1; GDH-TPI inh = 0; DUSP3 inh = 26
Compound: O=C(NC(=O)c1ccccc1)OCC1CCCN2CCCCC12 (centres undefined)
  Vc quorum ag = -0.3; Rv3671c protease = -6; MazF activator = 1; FBA Mtb inh = 5; Mtb UGM inh = 3.1; 3CLpro inhibitor = -6; BioA inh = 0.7; PriA SSB inh = -10; GDH-TPI inh = 1; DUSP3 inh = -18
Compound: COc1ccc(C(C(=O)NC(C)(C)C)N(Cc2cccs2)C(=O)CCC(=O)Nc2cc(C)on2)cc1 (centres undefined)
  Vc quorum ag = -0.5; Rv3671c protease = 2; MazF activator = 1; FBA Mtb inh = 5; Mtb UGM inh = 1.0; 3CLpro inhibitor = -2; BioA inh = 2.0; PriA SSB inh = 6; GDH-TPI inh = -4; DUSP3 inh = 4
Compound: Cn1sc2ccccc2c1=O
  Vc quorum ag = -0.4; Rv3671c protease = x; MazF activator = -7; FBA Mtb inh = 1; Mtb UGM inh = x; 3CLpro inhibitor = x; BioA inh = -0.7; PriA SSB inh = x; GDH-TPI inh = -18; DUSP3 inh = x

Additional results.
SMILES	Vc quorum ag	Rv3671c protease	MazF activator	FBA Mtb inh	Mtb UGM inh	3CLpro inhibitor	BioA inh	PriA SSB inh	GDH-TPI inh	DUSP3 inh
CCC(CC)NC(=O)COC(=O)c1ccc(OCC(=O)Nc2ccccc2OC)c(OC)c1	i	2	0	-1	-2.1	8	-0.5	-9	-1	26
O=C(NCCCN1CCCC1=O)c1csc2ccccc12	-0.3	2	-2	0	-4.0	2	-1.7	-10	8	-8
COc1cccc(NC(=O)CSc2nnc(CN3CCOCC3)n2C)c1	-0.2	3	4	1	0.8	-5	0.0	-6	-3	24
COCCNc1nc2nonc2nc1N1C[C@H]2CC[C@H]1C2	i	4	5	2	0.5	5	-3.3	4	19	9
COCCn1c(=NC(=O)CCS(=O)(=O)c2ccccc2)sc2cc(C(=O)OC)ccc21	-3.4	2	-4	-2	-2.1	3	-2.7	-14&-2	5	0
Cc1ccc(-c2nc(P(=O)(c3ccccc3)c3ccccc3)c(N3CCOCC3)o2)cc1	x	-8	-1	-5	-2.0	4	x	25	7	2
CCCn1c(NCc2ccco2)nc2c1c(=O)n(C)c(=O)n2C	-0.3	1	2	3	0.2	-2	0.0	-8	-6	-5
S=C(Nc1ccc(Cl)c(Cl)c1)NN1CCOCC1	-0.2	-16	0	1	1.0	1	-3.9	5	7	-12
O=[N+]([O-])c1cc(C(F)(F)F)cc([N+](=O)[O-])c1NCCCNc1ccc([N+](=O)[O-])c2cccnc12	-0.7	3	15	-9	-0.3	-3	4.9	26	5	5
N/C(Cn1cncn1)=N\NC(=O)C(=O)Nc1ccc(Cl)cc1Cl	i	-8	4	4	0.0	5	x	x	4	18
O=[N+]([O-])c1ccc(CSc2ccc(S(=O)(=O)N3CCCCC3)cn2)cc1	-5.2	-6	-4	-5	0.0	x	x	-6	10	x
CCOC(=O)C1Cc2ccccc2CN1 (centres undefined)	-5.3	-4	2	-2	-0.3	4	-0.5	1	11	1
CC(=O)c1ccc2noc(-c3ccc(Cl)cc3)c2c1	i	-11	14	5	1.2	2	x	-7	11	16
COc1ccc(NC(=O)COC(=O)/C=C/C(=O)OCC(=O)Nc2ccc(OC)c(Cl)c2)cc1Cl	-0.7	-102	-4	2	1.3	-6	-1.3	-4	4	5
Fc1ccc(-c2cc(C(F)(F)F)nc(NCc3cccs3)n2)cc1	1.6	-6	-14	2	-5.5	3	x	-12	6	32
COc1ccc(CCNC(=O)C(=O)N2CCCCC2)cc1OC	-5.0	2	-6	-2	1.4	-3	1.2	-17	0	32
CCCCN1C(=O)NC(=O)C2(Cc3c(nc4c(C)cccn4c3=O)N3CCc4ccccc4C32)C1=O (centres undefined)	-3.8	-15	2	5	0.0	-5	0.0	-13	0	21
Cc1cc(=O)n(Nc2ccccc2)c(O)c1C#N	-5.0	x	4	1	x	x	0.2	x	5	x
CCOc1nc(Nc2ccc(OC)c(Cl)c2)nc(OCC)n1	-0.6	2	4	0	2.9	1	0.2	-4	13	-1
Cc1c(C)[n+](=O)c(C)c(C)n1[O-]	i	x	0	-2	x	x	-1.5	3	1	x
CCCCCCCCNS(=O)(=O)CCNCCCC	-0.4	x	2	0	x	x	2.8	-2	9	x
CC(=O)c1c(C)oc(C)c1CSCc1ccc(C(=O)O)o1	-3.2	0	-12	2	4.4	-2	0.6	-2	8	-4
COc1ccccc1CCC(=O)OCC(=O)Nc1cccc(S(=O)(=O)N2CCCCC2)c1	-5.6	-25	-4	3	2.5	x	x	-3	0	x
O=C(NCc1ccccn1)C1COc2ccccc2O1 (centres undefined)	i	-6	6	0	0.3	-3	0.0	-10&-4	-9	2
Cc1ccc(C(=O)N/C(=C\c2cccs2)C(=O)NCCCn2ccnc2)cc1	-0.2	-6	2	3	-0.3	-3	x	7	8	-5
COc1ccc(NC(=O)CC2Nc3cc(C)c(C)cc3NC2=O)c([N+](=O)[O-])c1 (centres undefined)	0.0	3	11	7	1.0	0	-1.0	10	8	-1
Cc1cccc(NC(=O)CCc2c(C)nn(-c3ccc(N4CCCCC4)nn3)c2C)c1	i	1	7	-2	0.1	-3	1.1	2	2	5
CCN(CC)C(=O)COc1ccc2oc(-c3ccco3)cc(=O)c2c1	-0.5	-15	4	134*	0.8	-1	x	0	25	22
CCCCn1nc(NC(=O)c2cccs2)c2cc3cc(OC)ccc3nc21	i	1	-2	10	-1.5	6	-1.7	-99	-2	22
COc1ccc2[nH]c(C(=O)NCCc3ccccc3)cc2c1	-0.4	7	8	48*	1.8	1	1.0	-7	-3	20
COc1cccc(NC(=O)c2c(C)nn(-c3ccccc3)c2Cl)c1	0.2	x	5	2	1.5	1	-0.4	2	-1	20
Cc1noc(C)c1S(=O)(=O)N(CC(=O)NCCc1ccccc1)c1ccc(C(C)C)cc1	-6.2	-17	10	0	0.8	5	-1.2	-11	9	34
CCOc1ccc(Nc2nc(N(C)c3ccccc3)nc(N)c2[N+](=O)[O-])cc1	i	-2	15	-5	2.9	-3	x	4	4	16
CCN(CC)C(=O)c1ccc(C(=O)Nc2ccc(F)cc2)cc1	-0.4	7	4	5	-2.7	x	2.5	2	-5	x
Cc1ccccc1-n1ncc2c1CC(C)(C)CC2NC(=O)c1ccncc1 (centres undefined)	-0.8	5	10	1	2.1	-1	-1.4	6	1	18
Cc1ccccc1OCCC(=O)NNC(=O)COc1cccc(F)c1	-3.4	-2	-9	-1	0.6	x	0.7	-7	1	x
COc1cccc(CNC(=O)C(=O)NCCc2ccc(OC)c(OC)c2)c1	-0.1	12	0	1	1.1	4	x	-8	8	8
O=[N+]([O-])c1c(C(Cl)Cl)nn(-c2ccccc2)c1N1CCCC1	-0.9	-1	0	-2	-1.5	2	0.4	50*	8	10
Cc1ccccc1OCC(O)Cn1c(NCc2ccco2)nc2c1c(=O)[nH]c(=O)n2C (centres undefined)	i	5	-9	1	1.1	0	-2.5	-3	13	20
Cc1ccc(-c2cc3ncc(C#N)c(N)n3n2)cc1	i	-28	-14	-2	0.6	0	x	-3	12	24
O=C1N=C(C=c2ccc(=Cc3[nH]c(=O)[nH]c3O)cc2)C(=O)N1	x	-6	x	x	1.3	0	x	x	x	18
O=C(CN1CCN(S(=O)(=O)c2ccc(F)c(F)c2)CC1)Nc1ccccc1C(=O)NC1CC1	i	2	0	-1	x	x	11	-10	4	x
O=C(NCCN1CCOCC1)c1c(O)nc2sccn2c1=O	-1.4	2	2	-2	x	x	0.1	-22	0	x
COc1cccc2c1OCC(CN1CCN(Cc3ccccc3F)C(CCO)C1)=C2 (centres undefined)	i	-3	-6	-2	2.6	-1	1.4	5	17	19

Only part of the results is shown; the hit share may differ from the screen's.
